Compound activity: PubChem, The Scripps Research Institute Molecular Screening Center
Tn7 DDE FP: inhibitors of Tn7 peptide binding to fibrin DD(E), primary screen, biochemical, fluorescence polarization, human fibrin, Tn7 probe; Fibrinogen beta chain (Homo sapiens), P02675; FP displacement of FITC-Tn7 peptide from fibrin DD(E); 0% = median of compound wells per plate; inhibition, % at 8.3 µM; actives 0.13% (n = 370,000); AID 720508, 2013;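 active = inhibition above the mean of compounds falling within the control limits plus 3 SD of them, cut at about 14% in these data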;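 note: 0% = plate median of compound wells and 100% = 10 µM Aha-Tn7 peptide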
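Assay system: human fibrin DD(E) protein / Input: 2 µM fibrin DD(E) / Benchmarks: high control of 10 µM Aha-Tn7 peptide / Measured by: fluorescence polarization of the labelled Tn7 tracer / Medium: Tris buffer with calcium and detergent, pH 7.8 / Timing: 10 min compound pre-incubation, 3 h probe incubation at room temperature / Repeats: one replicate per compound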
TCR-CD3 inh: inhibitors of human TCR-CD3 interaction, primary screen, biochemical, fluorescence, TAMRA-labeled TCR probe; actives 0.37% (n = 360,000); inhibition, % at 9.4 µM; AID 651800, 2012; in the data active = inhibition above about 19%;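 note: recombinant mutant TCR 2C K166C tagged with TAMRA read by polarization; 0% = receptor in buffer alone and 100% = receptor with positive control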
SIAE inh: human SIAE inhibitors, primary screen, biochemical, fluorescence polarization, FP-Rh probe, 1536-well HTS. inhibition, % at 9.66 µM. Sialate O-acetylesterase (Homo sapiens), Q9HAT2. SIAE FP-Rh probe binding. AID 1053197, 2014. actives 0.69% (n = 370,000);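 active = inhibition above a cutoff: mean of compounds within the control limits plus 3 SD of those, cut at about 17% in these data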;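 note: 0% = plate median of compound wells and 100% = probe without SIAE protein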
UHRF1 binding: UHRF1 methylated DNA binding inhibitors, primary screen, counter-screen for MBD2 inhibitor project, biochemical, TR-FRET, human UHRF1, single concentration | E3 ubiquitin-protein ligase UHRF1 (Homo sapiens), Q96T88 | UHRF1 binding to methylated oligo | inhibition, % at 4.4 µM | actives 0.75% (n = 370,000) | AID 687016, 2013; in the data active = inhibition above about 21%;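 note: UHRF1 SRA domain binding a hemimethylated CpG hairpin DNA probe; 0% = median of test compound wells and 100% = reference inhibitor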
TDP2 absorb: human TDP2 enzyme inhibitors, primary screen, biochemical, epi absorbance, recombinant enzyme; inhibition, % at 12.8 µM; actives 0.34% (n = 370,000); T5PNP hydrolysis, p-nitrophenol absorbance 415 nm; Tyrosyl-DNA phosphodiesterase 2 (Homo sapiens), O95551;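 active = inhibition above the mean of all tested compounds plus 3 SD, set per campaign, cut at about 25% in these data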;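 note: 0% = DMSO with enzyme and 100% = buffer with substrate but no TDP2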
Target sequence (O95551 whole entry, looked up): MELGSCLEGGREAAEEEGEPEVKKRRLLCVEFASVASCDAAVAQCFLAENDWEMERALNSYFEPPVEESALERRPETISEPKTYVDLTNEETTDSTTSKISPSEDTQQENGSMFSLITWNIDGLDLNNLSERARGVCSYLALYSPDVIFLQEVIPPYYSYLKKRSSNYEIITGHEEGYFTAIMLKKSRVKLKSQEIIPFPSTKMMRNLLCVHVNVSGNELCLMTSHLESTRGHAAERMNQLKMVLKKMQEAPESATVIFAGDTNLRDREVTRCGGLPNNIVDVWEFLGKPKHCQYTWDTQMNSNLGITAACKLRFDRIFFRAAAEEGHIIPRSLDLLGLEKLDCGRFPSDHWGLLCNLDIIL
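test system = human TDP2 enzyme | input = TDP2 enzyme at 120 nM final | medium = 50 mM Tris-HCl pH 7.5 with Mg2+, KCl, DTT, BSA | also added = T5PNP substrate, 5 mM | times = 2 h at 37 °C | technique = epi absorbance | benchmarks = high control without enzyme, low control DMSO plus TDP2 | replication = each compound tested once, singlicate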
PRMT1 inh: PRMT1 methyltransferase inhibitors, primary screen, biochemical, fluorescence polarization | Protein arginine N-methyltransferase 1 (Homo sapiens), Q99873 | recombinant PRMT1, activity-based probe fluorescence polarization | inhibition, % at 2.79 µM | actives 1.3% (n = 370,000);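 active = inhibition above about 21% made by adding two undisclosed values, limit read from the data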
Target sequence (Q99873 whole entry, looked up): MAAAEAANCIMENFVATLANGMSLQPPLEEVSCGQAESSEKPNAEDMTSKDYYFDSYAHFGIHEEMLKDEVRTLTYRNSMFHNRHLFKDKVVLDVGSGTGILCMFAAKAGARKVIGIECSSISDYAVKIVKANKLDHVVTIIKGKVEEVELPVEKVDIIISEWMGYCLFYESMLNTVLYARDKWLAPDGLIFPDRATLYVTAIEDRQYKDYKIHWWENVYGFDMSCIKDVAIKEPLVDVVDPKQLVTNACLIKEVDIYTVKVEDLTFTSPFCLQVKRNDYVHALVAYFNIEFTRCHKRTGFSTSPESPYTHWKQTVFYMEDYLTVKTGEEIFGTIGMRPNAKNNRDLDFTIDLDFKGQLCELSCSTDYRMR
LEDGF integ inh: blockers of LEDGF/p75-dependent integrase strand transfer – biochemical, TR-FRET, high throughput, primary screen | HIV-1 integrase (with human LEDGF/p75) | TR-FRET IN-LEDGF/p75 DNA integration, Eu/Cy5 | inhibition, % at 3.7 µM | actives 0.64% (n = 370,000);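 active = inhibition above the screen-wide mean plus 3 SD, cut at about 13% in these data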;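 note: signal is the Cy5 over europium emission ratio at 671 and 618 nm; 0% = plate median of compound wells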
proKLK7 act: proKLK7 zymogen activators, primary screen, biochemical, fluorescence intensity; Kallikrein-7 (Homo sapiens), P49862; purified proKLK7, EDANS-DABCYL substrate fluorescence; 100% is mature enzyme control, 0% vehicle; activation, % at 7 µM; actives 0.9% (n = 370,000); AID 652039, 2013;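 active = activation above the mean of all tested compounds plus 3 SD, computed per campaign excluding outliers beyond control limits, cut at about 13% in these data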
Target sequence (P49862 whole entry, looked up): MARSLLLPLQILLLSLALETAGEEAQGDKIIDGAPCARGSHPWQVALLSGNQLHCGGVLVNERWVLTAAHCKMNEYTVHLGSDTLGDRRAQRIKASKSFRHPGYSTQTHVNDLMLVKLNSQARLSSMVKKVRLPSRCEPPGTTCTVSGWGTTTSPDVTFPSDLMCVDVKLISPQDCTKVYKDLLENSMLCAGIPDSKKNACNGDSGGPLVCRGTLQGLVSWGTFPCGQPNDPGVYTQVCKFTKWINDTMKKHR
MBD2 inh: inhibitors of MBD2 binding to methylated DNA, primary screen, biochemical, TR-FRET, DNA-binding domain, human | Methyl-CpG-binding domain protein 2 (Homo sapiens), Q9UBB5 | MBD2 binding to methylated oligonucleotide | inhibition, % at 4.4 µM | actives 0.31% (n = 370,000) | AID 686964, 2013; in the data active = inhibition above about 13%
DDE Tn6 FP inh: inhibitors of Tn6 peptide binding to fibrin DD(E), primary screen, biochemical, fluorescence polarization, human fibrin, Tn6 probe. Fibrinogen beta chain (Homo sapiens), P02675. inhibition, % at 8.3 µM. Fibrin DD(E) TRITC-Tn6 fluorescence polarization displacement. actives 0.21% (n = 370,000);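 active = inhibition above a per-campaign cutoff: mean of compounds within control limits plus 3 SD, cut at about 15% in these data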;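 note: 0% = median of all compound wells on the plate and 100% = blocking peptide control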
The depositor's hits bear a star; x = no result given.

smiles	Tn7 DDE FP	TCR-CD3 inh	SIAE inh	UHRF1 binding	TDP2 absorb	PRMT1 inh	LEDGF integ inh	proKLK7 act	MBD2 inh	DDE Tn6 FP inh
COCCNC(=O)C[C@H]1CC[C@H]2[C@@H](COc3ccc(NC(=O)Nc4cccc(F)c4)cc3C(=O)N2C)O1	10	x	0	5	2	5	4	0.6	8	-1
C=CCOc1cccc(CNc2ccc3[nH]c(=O)[nH]c3c2)c1	2	9	12	-1	0	5	-4	1.8	-5	1
OC(COCc1ccc2c(c1)OCO2)CN1CCN(Cc2ccccc2)CC1 (stereo not drawn)	3	2	2	-2	0	-2	-1	-0.4	5	1
CC1(c2nnnn2C2CCCCC2)CCCC(=O)N1CCc1ccc(O)cc1 (stereo not drawn)	0	x	2	1	-2	-1	-1	0.5	-4	-1
O=C1COc2ccccc2N1Cc1ccccc1Cl	10	3	3	-2	0	-2	-2	0.1	-2	5
Cc1cc(NS(=O)(=O)c2ccc(NC(=O)CSc3nc4ncccc4[nH]3)cc2)nc(C)n1	-8	14	-6	0	2	2	6	0.0	0	-1
COc1cc(C(=O)Nc2cccc(C)n2)ccc1OCC(=O)N1CCOCC1	4	0	11	-3	2	-1	1	0.0	4	0
CCN1CCN(C2=NC(=O)/C(=C/c3ccc(C)o3)S2)CC1	-2	6	3	-2	-3	8	0	0.4	-3	9
O=C(COC(=O)c1n[nH]c2ccccc12)NCCc1ccc(Cl)cc1	-1	-6	4	15	-7	2	-2	0.2	5	-3
CCCCOCCCNC(=O)C1CCCCC1	-2	7	4	-1	3	0	1	0.8	-6	0
COc1ccc(S(=O)(=O)N2CCOCC2)cc1NC(=O)C1CC1	-2	4	2	1	-12	-3	1	0.4	-7	-5
Cc1cccc(C)c1NC(=O)CSc1nnc(C)c(=O)[nH]1	0	-7	1	-2	12	0	0	0.2	-3	-1
COc1ccc(CCNC(=O)C2CC(c3ccc(C(F)(F)F)cc3)=NO2)cc1 (stereo not drawn)	-5	-5	1	-1	6	0	0	0.3	4	-2
CCOc1ccc(/C=N/NC(=S)NC2CC3C=CC2C3)cc1 (stereo not drawn)	3	1	3	-2	-15	2	-5	0.6	5	-2
O=C(CN1C(=O)/C(=C/c2ccc(F)cc2)SC1=S)N1CCN(CCc2ccccn2)CC1	0	-6	4	-3	12	6	3	0.8	-6	-9
CCc1ccc(CNC(=O)CCS(=O)(=O)Cc2ccc(C)cc2)cc1	-12	9	3	-1	7	-3	-2	0.1	-1	-3
O=C(O)c1[nH]c2ccc(Cl)cc2c1CC(=O)N1CCN(C(=O)c2ccco2)CC1	-1	6	6	0	2	5	4	0.7	1	1
Cc1ccc2oc(=O)c3cnn(CC(=O)N4CCN(c5ccccc5)CC4)c3c2c1	3	-7	-1	1	-4	2	-1	0.4	2	2
Cc1cc2ccccn2c1C(=O)c1ccccc1F	10	-6	3	2	-7	1	-5	-0.5	1	9
C=CCNC(=O)CSc1nnc(-c2ccc(S(=O)(=O)N3CCCC3)cc2)n1C	5	-4	6	2	0	2	-2	-0.5	3	-7
Cc1cccc(-c2nc(CSCC(=O)NCc3cccs3)c(C)o2)c1	1	-2	-10	-1	-9	13	-2	-0.4	3	2
Cc1cc(Cl)ccc1OCC(=O)Nc1ccccc1CO	-1	1	-1	4	10	0	1	-0.4	-1	4
CN(C(=S)Nc1ccc(F)cc1)C1(c2ccccc2Cl)CCCCC1=O (stereo not drawn)	-2	-6	-6	0	-5	1	0	0.5	-2	0
O=C(Cn1cccc1C(=O)c1ccccc1)NCc1ccccc1Cl	-6	-1	0	0	-2	-2	-1	-0.5	1	-2
CC(NC(=O)C(=O)N/N=C/c1ccc(Cl)cc1)c1ccccc1 (stereo not drawn)	2	-8	-10	0	-10	3	-4	0.3	3	3
COc1ccc(/C=N/n2c(=O)[nH]c3c([nH]c4ccc(Br)cc43)c2=O)cc1CN1CCOCC1	4	4	-1	-4	-2	1	1	-2.4	-2	-5
CCOC(=O)/C(C#N)=N/Nc1c(S(=O)(=O)Cc2ccco2)csc1C(=O)OC	-1	-3	6	-1	18	-3	1	0.2	-4	-3
COc1cc2c(cc1OC)C(C)N(C(=O)c1ccc(Cl)c(S(=O)(=O)N3CCCCC3)c1)CC2 (stereo not drawn)	6	7	4	-3	10	2	3	0.4	2	-10
O=C(Nc1cccc(C(F)(F)F)c1)C(Sc1ncnc2ccccc12)c1ccccc1 (stereo not drawn)	-1	-4	-15	2	-11	-4	4	0.1	-9	-2
NC(=O)C1CCN(C(=O)CN(C2CCCCC2)S(=O)(=O)c2ccc(F)cc2)CC1	7	-6	0	-1	5	1	-2	0.2	4	4
CCCCn1c(N)c(N(CCOC)C(=O)c2cc3c(s2)CCC3)c(=O)[nH]c1=O	1	0	3	-2	7	3	3	-0.2	6	-8
O=C(Nc1cccc(Cl)c1)Nc1ccccc1NS(=O)(=O)c1cccs1	-1	-4	-27	-1	-3	3	1	0.5	-2	-4
COc1ccc(C(=O)N/C(=C/c2ccc(Cl)cc2)C(=O)NCc2ccncc2)cc1	-5	-1	1	1	6	-4	3	0.1	-2	-5
COc1ccc(CCNC(=O)Cc2ccc(OCc3ccccc3)c(OC)c2[N+](=O)[O-])cc1OCc1ccccc1	0	-3	-15	0	-15	-1	-1	1.4	0	-3
O=C(NC1CCCCC1)[C@H](CSCc1ccccc1)N1Cc2ccccc2C1=O	-3	-8	-1	4	-7	-2	2	0.2	0	-2
CCOC(=O)c1c(C)[nH]c(C)c1C(=O)CSc1nc2ccccc2c(=O)n1-c1ccc(CC)cc1	2	8	4	-1	4	-2	1	0.3	-3	6
CC1CCCCC1NC(=O)c1ccc(S(=O)(=O)N2CCN(C)CC2)cc1 (stereo not drawn)	-3	-4	2	0	-6	-1	3	-0.6	1	-1
Cc1cc(Cl)ccc1N1C(=O)CC(NNC(=O)c2cccnc2)C1=O (stereo not drawn)	-1	2	5	0	1	-1	3	-0.3	3	0
O=c1oc(CCCO)cc2ccc(C#Cc3cccnc3)cc12	-6	-4	-4	-4	-19	6	-1	-1.6	2	4
CN(C)CCN(C(=O)c1ccc(C(=O)c2ccccc2)cc1)c1nc2cc3c(cc2s1)OCCO3	3	2	-5	2	-5	-1	-10	-0.3	3	0
CC(=O)c1ccc(NC(=O)C(C)NCc2ccc(Cl)cc2)cc1 (stereo not drawn)	-3	1	-8	0	-1	1	-3	-0.2	0	3
N=C(N1CCCc2ccccc21)N1CCCc2ccccc21	-13	5	5	1	-4	-4	2	-0.1	5	-1
COc1ccc(CCNc2nc(C)cc(C)c2C#N)cc1OC	-2	-6	-2	1	-8	1	-2	-0.3	2	-8
NC(=O)CSc1nc2c(sc3ccccc32)c(=O)n1CCCN1CCOCC1	-1	0	-5	0	6	-2	-1	0.5	-1	-1
CC1(C)CC(OC(=O)c2ccco2)CC(C)(C)N1O	6	-6	3	6	7	4	-3	0.3	4	2
CC(C)CN(C(=O)COc1ccc(C(C)(C)C)cc1)C1CCS(=O)(=O)C1 (stereo not drawn)	5	2	-7	-1	5	3	0	-0.1	0	-5
CN1CCCCCC1=Nc1ccccc1C#N	-1	-2	1	0	18	-2	1	0.1	4	9
Cc1ccc(-c2nnc(N3CCOCC3)c3ccccc23)cc1S(N)(=O)=O	-5	3	-4	0	8	-3	0	-0.1	1	-4
O=C(CSCc1cc(=O)n2ccsc2n1)Nc1ccccc1	-3	-3	-3	3	-12	4	-4	0.0	2	2
COc1cccc(C2CC(=O)NC(SC)=C2C#N)c1 (stereo not drawn)	-2	1	11	-2	10	-6	4	-0.4	-4	-2
COCC(=O)N1CCC(Oc2ccc(C(=O)NCCCn3cccn3)cc2)CC1	4	-3	8	-3	15	-2	1	-0.1	1	-7
CC(C)(C)n1[nH]c2c3c(ccc2c1=O)C(=O)c1ccccc1C3=O	1	7	12	-2	0	0	4	-0.4	-10	-3
CCn1cnc2cc(NCc3ccc(Cl)cc3)ccc21	6	2	2	-1	5	2	0	0.0	-1	-2
CCOC(=O)CN1CC23C=CC(O2)C(C(=O)O)C3C1=O (stereo not drawn)	9	3	2	-3	-9	3	-3	0.5	-6	9
Cc1ccc(SCCCCN2CCOCC2)cc1	-5	1	7	-1	11	-2	4	-0.2	0	12
COc1cc2c(c(OC)c1)C(=O)O[C@H](C)C[C@@H]1O[C@H]1CCCCC(=O)C2	7	x	-1	0	2	3	0	0.6	3	6
CCCCC(=O)Nc1nc2c(OC)ccc(OC)c2s1	-2	1	-4	-2	4	-3	-1	-0.7	0	-3
O=C(Nn1c(SCc2ccc(F)cc2)nc2ccsc2c1=O)c1ccccc1	0	5	-23	0	2	1	0	-0.2	1	0
COc1cccc(NC(=O)c2oc3ccccc3c2NC(=O)C2CC2)c1	-4	-3	-23	-2	-9	-2	3	0.8	0	-5
O=C(O)CCCC(=O)Nc1cccc2cccnc12	-4	8	8	-2	11	-1	1	-0.5	-2	1
CCn1c(SCC(=O)NC2=NCCS2)nnc1C(C)NC(=O)c1ccccc1Br (stereo not drawn)	2	-7	1	3	-1	3	-2	0.7	4	6
O=[N+]([O-])c1ccc(Cl)c(NC(=S)N2CCCC2)c1	-3	-4	-3	-1	-6	4	-3	-0.3	-1	-4
CCCCNC(=O)c1cccnc1SCC(=O)Nc1ccccc1OC	3	-9	0	1	4	1	2	-0.8	-7	-6
